Screening data from PubChem.
TAAR1 antagonist = human TAAR1 antagonists, primary screen, Fluo-8 calcium fluorescence, CHO RD-HGA16 cells; 360,000 compounds, 1.5% hits; AID 624466, 2012; antagonist; inhibition, % at 3 µM;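 active means inhibition above a per-plate cutoff, the mean inhibition of test compounds on that plate plus 3 SD, cut at about 49% in these data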;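 further: 0% = DMSO plus EC80 beta-PEA response and 100% = DMSO alone without agonist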
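System: RD-HGA16 CHO cells with stable hTAAR1 and Gα16 | Probe or stimulus: EC80 β-phenethylamine stimulus | Dosing: 3 µM, single point | Times: Dye loading 75 min at 37 °C, then 30 min room temperature | Measured by: Fluo-8 calcium-sensitive fluorescence | Read-out basis: % inhibition of agonist calcium response | Replicates: n of 1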
OXTR potentiate = human OXTR potentiators, primary screen, fluorescence, CHO-OTR cells, Fluo-8 calcium; Oxytocin receptor (Homo sapiens), P30559; Fluo-8 calcium fluorescence, potentiator mode; 0% = oxytocin EC15, 100% = EC100; activation, % at 3 µM; 320,000 compounds, 0.061% hits;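 active means activation above that plate's cutoff, the mean activation of tested compounds plus 3 SD, cut at about 6.6% in these data, passing the limit was not always enough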;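 further: 100% uses oxytocin at 75 nM as the full agonist control; some results filed as inactive read as strong as hits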
Target sequence (P30559 whole entry, looked up): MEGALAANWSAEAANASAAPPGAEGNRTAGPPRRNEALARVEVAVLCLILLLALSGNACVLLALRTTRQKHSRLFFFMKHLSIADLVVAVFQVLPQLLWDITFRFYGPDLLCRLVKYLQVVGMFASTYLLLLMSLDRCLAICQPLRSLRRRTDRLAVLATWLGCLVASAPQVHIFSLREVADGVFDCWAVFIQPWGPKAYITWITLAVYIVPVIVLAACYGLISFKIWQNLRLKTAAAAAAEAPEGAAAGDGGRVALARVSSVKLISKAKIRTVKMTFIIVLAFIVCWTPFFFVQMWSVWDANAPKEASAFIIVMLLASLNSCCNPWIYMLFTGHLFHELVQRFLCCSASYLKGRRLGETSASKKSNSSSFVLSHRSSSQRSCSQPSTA
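Material: CHO-OTR cells, human receptor; compound dosing: single dose, 3.0 µM nominal final compound concentration; schedule: 6 min compound pre-incubation at room temperature, 100 s kinetic read; measured by: kinetic Fluo-8 calcium fluorescence; read-out basis: % activation vs EC15 and EC100 oxytocin; controls: EC15 oxytocin alone as 0%, 75 nM oxytocin as 100%; replicates: singlicate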
CHO-K1 Ca antag = counter-screen for M1 antagonists: effect in parental CHO-K1 cells; inhibition, % at 3 µM; ATP-induced calcium, Fluo-8 fluorescence; AID 602250; 360,000 compounds, 0.6% hits;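 active means inhibition above a per-plate cutoff, the plate's mean sample inhibition plus 3 SD, cut at about 24% in these data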;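 further: 0% = DMSO plus EC80 ATP and 100% = DMSO alone without ATP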
V1aR counter = agonists of human V1a receptor, primary screen, counter-screen for OXTR agonist project, fluorescence, CHO-V1R cells | Fluo-8 calcium fluorescence, agonist mode; 0% DMSO, 100% 3 nM vasopressin | 320,000 compounds, 0.25% hits | Vasopressin V1a receptor (Homo sapiens), P37288 | activation, % at 3 µM;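 active means activation above the mean activation of all tested compounds plus 3 SD, per screening run, cut at about 20% in these data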;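 further: signal is peak over basal fluorescence ratio across a 100 second FLIPR read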
TAAR1 ag = human TAAR1 agonists, primary screen, Fluo-8 calcium fluorescence, CHO RD-HGA16 cells. Trace amine-associated receptor 1 (Homo sapiens), Q96RJ0. vehicle wells 0%, saturating PEA agonist 100%. activation, % at 3 µM. 360,000 compounds, 0.99% hits. AID 624467, 2012;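 active means activation above the mean activation of all test compounds in the run plus 3 SD, cut at about 38% in these data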
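Assay system: CHO-derived RD-HGA16 cells with stable Gα16 and human TAAR1; timing: 17-24 h seeding, 75 min 37 °C dye, 30 min RT; read-out: % activation from peak over basal fluorescence ratio, DMSO-to-PEA scaled; measured by: kinetic Fluo-8 calcium fluorescence; benchmarks: low control DMSO, high control PEA (EC100); doses: 3 µM single concentration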
M1 ag = human M1 muscarinic receptor agonists, primary screen, Fluo-8 calcium fluorescence, CHO-K1 cells, HTS; CHO-K1 hM1, agonist mode; 0% DMSO, 100% acetylcholine EC100; activation, % at 3 µM; 360,000 compounds, 0.33% hits; AID 588814, 2011;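 active means activation above the run's mean compound activation plus 3 SD, cut at about 16% in these data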;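 further: peak over basal fluorescence ratio within a 140 s kinetic read after compound addition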
Target sequence (P11229 whole entry, looked up): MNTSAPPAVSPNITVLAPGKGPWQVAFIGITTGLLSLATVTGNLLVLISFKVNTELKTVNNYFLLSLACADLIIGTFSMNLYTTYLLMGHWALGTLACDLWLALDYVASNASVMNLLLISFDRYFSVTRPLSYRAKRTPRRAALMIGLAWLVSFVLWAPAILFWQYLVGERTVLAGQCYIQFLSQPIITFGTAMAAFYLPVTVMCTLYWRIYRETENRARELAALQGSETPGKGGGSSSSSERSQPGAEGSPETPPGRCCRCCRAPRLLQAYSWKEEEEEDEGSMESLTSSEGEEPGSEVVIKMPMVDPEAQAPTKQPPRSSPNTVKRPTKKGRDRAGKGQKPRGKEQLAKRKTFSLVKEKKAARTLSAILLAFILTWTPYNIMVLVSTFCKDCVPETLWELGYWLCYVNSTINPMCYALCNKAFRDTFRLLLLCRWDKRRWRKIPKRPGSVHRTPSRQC
CHO parental Ca = ATP-evoked calcium signal inhibitors, parental CHO, primary screen, counter-screen for OX1R antagonist project, cell-based, fluorescence, Fluo-8 calcium dye. AID 463079, 2010. parental CHO-K1, ATP-induced calcium, Fluo-8 fluorescence. 330,000 compounds, 0.63% hits. inhibition, % at 5.6 µM;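 active means inhibition above that plate's mean sample inhibition plus 3 SD, cut at about 26% in these data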;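 further: 0% = ATP-challenged DMSO wells and 100% = DMSO wells without ATP; some compounds past the cut are filed as inactive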
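Test system: untransfected parental CHO cell line; also added: ATP stimulus; dosing: 5.6 µM, single dose; signal: calcium-sensitive Fluo-8 fluorescence; measure: percent inhibition of ATP-evoked calcium rise, normalized to controls; benchmarks: low control ATP plus DMSO, high control DMSO only; replication: one well per compound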
CHO-K1 Ca PAM = nonselective calcium activators in parental CHO-K1 cells, primary screen, counter-screen for M1 PAM project, cell-based, Fluo-8 calcium fluorescence, full deck, 1536-well | ATP EC20; 0% at ATP EC20, 100% at ATP max | activation, % at 3 µM | 360,000 compounds, 0.02% hits;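 active means activation above the run cutoff, the mean activation of all test compounds plus 3 SD, cut at about 40% in these data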;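 further: peak over basal fluorescence ratio in a 140 s read after ATP addition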
M1 ag parental = counter-screen for M1 agonists: effect in parental CHO-K1 cells; Fluo-8 calcium fluorescence; scaled to maximal ATP response, vehicle zero; activation, % at 3 µM; 360,000 compounds, 0.48% hits; AID 602248, 2012; in the data active means activation above about 15%;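 further: untransfected CHO-K1 host cells lacking M1 receptor as counterscreen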
* hit, by the source's call; · = no result given. Hits appear at their usual frequency (roughly 3.3% active in at least one column).

SMILES	TAAR1 antagonist	OXTR potentiate	CHO-K1 Ca antag	V1aR counter	TAAR1 ag	M1 ag	CHO parental Ca	CHO-K1 Ca PAM	M1 ag parental
O=C(COc1nsnc1N1CCOCC1)Nc1cccc(Cl)c1	9.5	-6.5	8.2	5.2	10.4	0.4	12.3	-2.9	5.7
Cc1cc(NC2CCCCC2)n2c(n1)nc1ccccc12	3.3	-10.8	-7.5	-0.2	0.6	-1.3	-22.8	27.6	0.7
Cc1ccc2nc(SCC(=O)N/N=C/c3ccco3)cc(C)c2c1	-21.3	-4.7	7.3	-2.1	6.2	-4.6	-23.4	13.1	-0.9
O=c1[nH]c(O)c(N=Nc2ccc(Cl)c(S(=O)(=O)Nc3ccccc3Cl)c2)c(=O)[nH]1	-1.4	-2.5	-19.2	0.8	1.4	-4.5	3.5	22.8	0.4
CCN(CC)C(=O)c1cccc(NC(=O)CCc2nc3sc4c(c3c(=O)[nH]2)CCCC4)c1	2.4	·	2.8	·	0.6	-5.3	·	-10.7	-0.6
Cc1cnc(NC(=O)CSc2nnc(-c3ccncc3)n2C2CCCCC2)s1	-3.7	-2.9	-7.1	0.7	6.7	-2.1	-8.5	19.6	0.2
COC(=O)c1ccccc1NC(=O)C1CC(=O)N(c2ccc(C)cc2)C1 (stereo unspecified)	14.1	-4.4	5.0	-0.5	-0.1	-3.0	-16.3	-5.8	0.1
NC(=O)CC(NC(=O)c1ccc(Br)cc1)c1ccc(N2CCN(c3ccccc3)CC2)c([N+](=O)[O-])c1 (stereo unspecified)	15.3	-4.2	-6.9	-0.3	6.7	-7.1	-11.1	5.9	0.3
Cn1nc(C(=O)Nc2cc(Cl)ccc2N2CCCC2)c2ccccc2c1=O	-4.1	3.0	-16.2	1.7	1.2	-1.4	-56.4	13.2	-0.4
Cc1noc(C)c1NC(=O)N(C)C[C@H]1Oc2c(NC(=O)Nc3ccc(C(F)(F)F)cc3)cccc2C(=O)N([C@H](C)CO)C[C@@H]1C	1.8	0.0	-14.5	1.5	2.3	-0.6	-11.7	15.8	0.3
Cc1ccccc1OCC(=O)Nc1cccc(S(=O)(=O)NC2=NCCC2)c1	3.0	-0.8	-1.3	2.0	-0.5	-2.0	-21.3	-11.4	0.7
CC1(C(=O)NS(=O)(=O)C2CC2)CCN(C(=O)c2ccc3c(c2)OCO3)C1 (stereo unspecified)	-4.7	·	-2.5	·	0.3	-0.4	·	-8.2	0.2
c1ccc(Nc2ccccn2)cc1	7.3	-4.7	-1.7	-0.4	1.4	-4.1	8.7	20.0	0.8
Nn1c(SCC(=O)N2CCCc3ccccc32)nncc1=O	-17.1	-1.2	-25.9	0.8	0.8	-4.9	0.7	19.0	1.9
CN(C)CCn1c(N)nc2ccccc21	-46.1	3.0	0.7	12.4	4.4	-1.8	-5.1	15.8	-0.1
CCOc1ccc(Nc2cc(Nc3ccccc3OCC)nc(C=C(C#N)C#N)n2)cc1	-31.3	-6.7	-3.5	0.9	0.3	-3.5	-7.8	3.5	15.5*
Cc1n[nH]c(=O)c2c(NC(=O)CSc3nn(-c4ccccc4)c(=S)s3)oc(C)c12	-7.7	-12.0	1.5	0.0	7.4	-3.0	-21.9	8.0	-0.2
CCOc1ccc(C(=O)CSc2nnc(C3CC3)n2C)cc1	5.5	-5.8	-1.4	0.8	-0.1	-2.4	-5.2	1.6	0.1
O=C(NC1CCCCC1)c1cc(S(=O)(=O)N2CCCCC2)ccc1N1CCOCC1	-13.9	-1.1	-11.6	-0.5	-2.7	-2.8	-8.1	18.3	-0.8
COc1cc(OC)cc(C(=O)N[C@H](C(=O)OCC(=O)Nc2ccc3c(c2)OCO3)C(C)C)c1	14.8	-2.5	9.6	-0.6	2.0	-2.5	-20.1	-5.5	0.3
Cc1c(CCO)c(=O)[nH]n1S(=O)(=O)c1ccc(F)cc1	-17.2	-7.6	-9.1	0.2	1.2	0.7	-0.5	7.2	2.4
O=S(=O)(Cc1ccc(Cl)cc1)NCc1cccnc1	-1.9	-13.2	12.3	1.9	6.9	-5.7	-13.3	-21.9	0.7
CCNc1nc(NCC)nc(N2CC(=O)N(CC(=O)OCC)C2=N)n1	-7.9	-11.5	4.7	0.6	-0.9	-3.5	-3.8	0.1	0.7
COc1cccc(/C=C/C(=O)OCC(=O)c2c(N)n(C)c(=O)n(C)c2=O)c1	-12.8	-12.4	-11.5	10.9	10.2	2.4	-9.6	-16.9	4.4
CCC(=O)N/N=C(\C)CC(=O)Nc1ccc2ccccc2c1	-5.2	-10.0	-3.6	-0.3	3.0	-0.2	-18.1	-6.7	-0.1
COc1ccc(/C=N/n2cc(-c3ccccc3)nc2N)cc1	·	-1.2	-1.9	0.2	·	-2.4	-13.9	12.3	-0.1
COc1cccc(C(=O)N/N=c2\oc3c(OC)cccc3cc2C(=O)NCc2ccccc2)c1	20.7	-15.5	4.3	2.4	12.4	-4.4	-17.8	2.7	4.0
CN1CCN(c2ccc(CNC(=O)C3(C)Cc4c(-c5ccc(C(N)=O)cc5)ccnc4O3)cc2)CC1 (stereo unspecified)	-9.7	·	5.7	·	1.8	-8.1	·	9.3	6.5
CCN(CC(=O)Nc1c(F)cccc1F)C(=O)CNC(=O)COc1ccccc1	-9.9	3.7	13.6	-0.5	2.1	-1.5	7.2	-4.2	-0.2
CCOC(=O)c1ccccc1NC(=O)c1ccc(N(C)S(C)(=O)=O)cc1	18.6	-1.1	-25.3	0.3	8.0	3.1	-8.3	7.3	0.7
COc1ccc(-c2onc3ccc(Cl)cc23)cc1	-5.4	-9.7	-0.5	-1.3	7.7	-5.2	-20.9	9.1	0.0
COc1ccc(NC(=O)C2(C)Cc3c(-c4cccc(C(F)(F)F)c4)ccnc3O2)cn1 (stereo unspecified)	-23.0	·	-6.5	·	1.2	-4.2	·	12.8	0.5
Cc1ccccc1OCC(=O)Nc1c2c(nn1C(C)(C)C)CS(=O)(=O)C2	-7.8	-10.4	-11.5	-0.1	0.4	-1.4	-0.8	23.9	1.1
COc1ccc(N2C(=O)CC(S/C(N)=N/N=C(\C)c3cccs3)C2=O)cc1 (stereo unspecified)	13.7	-20.1	-4.0	0.8	13.8	-1.3	0.1	18.2	0.8
O=[N+]([O-])c1cc([N+](=O)[O-])c2c(=Nc3ccccc3)n(-c3ccccc3)n(O)c2c1	-0.8	-6.4	-15.0	-1.9	2.1	-5.3	-14.6	21.6	1.8
O=C(NCCCO)c1cc2ccccc2[nH]1	18.3	-4.6	-12.9	1.0	0.5	-0.4	-8.5	27.0	1.5
CCC(=O)Nc1c(C(=O)N2CCCCCC2)cnn1-c1ccc(C)c(C)c1	1.1	-9.1	-5.7	0.1	8.0	-5.0	-18.3	9.8	0.2
COc1ccc(/C=N/NC(=O)c2nnn(-c3nonc3N)c2-c2cccs2)cc1OC	22.0	-8.9	1.6	11.3	12.5	0.4	2.2	-1.6	5.8
O=C(NC1CC1)C1=C[C@@H](c2c[nH]c3ccccc23)C[C@@H](OCc2ccc(CO)cc2)O1	-3.9	-1.6	0.2	0.3	9.2	5.3	10.8	-2.9	0.3
CCOC(=O)C1=C[C@]2(CC)CCCN3CCc4c(n1c1ccccc41)[C@@H]32	-10.1	3.1	-10.7	0.6	1.5	-4.8	-11.0	0.6	0.2
COC(=O)c1nnn(-c2cc(Cl)cc(Cl)c2)c1C(=O)OC	-26.4	-4.2	-2.1	0.0	2.9	-3.0	-2.7	7.9	1.0
CCOC(=O)C1CCCN(C(=S)NC(=O)c2cc(Br)ccc2Cl)C1 (stereo unspecified)	-16.9	·	-5.7	·	0.4	7.2	·	-1.7	0.7
O=C(NCc1cccs1)C1CCCN1C(=O)Nc1ccc(F)cc1 (stereo unspecified)	-24.1	-7.4	2.8	-0.4	1.1	-3.8	-9.0	-6.6	4.9
COc1ccccc1C1c2ccc3ccccc3c2Oc2ncn(CCN(C)C)c(=N)c21 (stereo unspecified)	-18.2	0.8	-14.4	1.0	-0.4	-7.2	-17.8	21.9	5.2
Cc1ccc(C2=NOC(C)(c3nnc(-c4cccc(Cl)c4)o3)C2)cc1 (stereo unspecified)	5.5	-2.1	-8.4	0.8	1.9	-1.0	-12.8	6.2	0.3
O=C(Nc1ccc(S(=O)(=O)N2CCc3ccccc32)cc1)C(F)(F)F	-15.9	-12.7	-9.8	4.7	3.0	-1.7	1.3	7.8	4.5
CCn1c2ccccc2c2nnc(SCC(=O)Nc3ncccn3)nc21	1.2	3.6	4.3	-0.2	11.4	-5.2	-5.6	10.8	0.1
O=C(CCC1CCCCC1)Nc1cccnc1	-8.8	-6.1	-6.2	1.0	10.8	-2.9	-0.2	6.5	0.4
CN(CC(=O)Nc1ccccc1N1CCOCC1)CC(=O)Nc1ccc(F)c(F)c1F	3.7	-4.9	0.5	0.0	0.9	-4.2	-9.7	-2.0	0.9
CCOC(=O)c1nnn(-c2nonc2-n2cccc2)c1C	-8.1	-18.1	-0.2	-0.8	4.4	3.9	-17.2	7.2	0.0
CS(=O)(=O)c1ccc(C(=O)NNC(=O)c2cc(-c3ccccc3)n[nH]2)cc1	-1.0	3.1	-14.6	0.1	22.6	-4.0	0.5	12.2	1.1

Grouped by structure, those above with a furan ring, fused or not
SMILES	TAAR1 antagonist	OXTR potentiate	CHO-K1 Ca antag	V1aR counter	TAAR1 ag	M1 ag	CHO parental Ca	CHO-K1 Ca PAM	M1 ag parental
Cc1ccc2nc(SCC(=O)N/N=C/c3ccco3)cc(C)c2c1	-21.3	-4.7	7.3	-2.1	6.2	-4.6	-23.4	13.1	-0.9
Cc1n[nH]c(=O)c2c(NC(=O)CSc3nn(-c4ccccc4)c(=S)s3)oc(C)c12	-7.7	-12.0	1.5	0.0	7.4	-3.0	-21.9	8.0	-0.2
